# Compound activity deposited in PubChem BioAssay by The Scripps Research Institute Molecular Screening Center.
# TEAD-YAP inh = TEAD-YAP interaction inhibition. HEK-TIYL cells, TEAD-Gal4/YAP UAS-luciferase luminescence. inhibition, % at 9.12 µM. AID 1259422. actives 1.4% (n = 640,000); in the data active means inhibition above about 32%;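 further: 0% = median of test compound wells and 100% = reference inhibitor wells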
# GPR151 ag = human GPR151 activation; Q8TDV0; PathHunter beta-arrestin GPR151 cells, luminescence; activation, % at 11.2 µM; actives 1% (n = 650,000); AID 1508602; in the data active means activation above about 4.9%;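 further: 0% = median of compound wells and 100% = cells with positive control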
# Target sequence (Q8TDV0 whole entry, looked up): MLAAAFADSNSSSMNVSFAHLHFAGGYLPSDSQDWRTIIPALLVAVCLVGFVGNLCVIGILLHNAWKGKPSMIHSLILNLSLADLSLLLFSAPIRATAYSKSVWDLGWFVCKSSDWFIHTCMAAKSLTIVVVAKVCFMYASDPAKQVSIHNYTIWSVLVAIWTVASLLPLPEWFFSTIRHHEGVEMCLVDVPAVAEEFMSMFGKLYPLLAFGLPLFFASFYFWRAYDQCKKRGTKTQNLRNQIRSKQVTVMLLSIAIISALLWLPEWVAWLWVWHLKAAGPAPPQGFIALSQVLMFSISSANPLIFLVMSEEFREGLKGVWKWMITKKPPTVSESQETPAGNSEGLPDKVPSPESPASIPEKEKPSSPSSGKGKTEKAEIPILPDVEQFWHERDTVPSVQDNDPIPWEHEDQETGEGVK
# FBW7 act = activators of human E3 ligase FBW7; Q969H0; normalized activity (activation), % at 26.1 µM; AlphaScreen FBW7–phospho-cyclin E peptide binding, activator screen; actives 0.13% (n = 650,000); in the data active means normalized activity above about 1.9%;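 further: purified mutant Fbw7 with reduced substrate affinity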
# MITF primary = blocks human microphthalmia-associated transcription factor. O75030. AlphaScreen MITF homodimerization, bead proximity signal. inhibition, % at 2.6 µM. actives 0.91% (n = 650,000); in the data active means inhibition above about 50%;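 further: 0% = vehicle wells with protein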
# Target sequence (O75030 whole entry, looked up): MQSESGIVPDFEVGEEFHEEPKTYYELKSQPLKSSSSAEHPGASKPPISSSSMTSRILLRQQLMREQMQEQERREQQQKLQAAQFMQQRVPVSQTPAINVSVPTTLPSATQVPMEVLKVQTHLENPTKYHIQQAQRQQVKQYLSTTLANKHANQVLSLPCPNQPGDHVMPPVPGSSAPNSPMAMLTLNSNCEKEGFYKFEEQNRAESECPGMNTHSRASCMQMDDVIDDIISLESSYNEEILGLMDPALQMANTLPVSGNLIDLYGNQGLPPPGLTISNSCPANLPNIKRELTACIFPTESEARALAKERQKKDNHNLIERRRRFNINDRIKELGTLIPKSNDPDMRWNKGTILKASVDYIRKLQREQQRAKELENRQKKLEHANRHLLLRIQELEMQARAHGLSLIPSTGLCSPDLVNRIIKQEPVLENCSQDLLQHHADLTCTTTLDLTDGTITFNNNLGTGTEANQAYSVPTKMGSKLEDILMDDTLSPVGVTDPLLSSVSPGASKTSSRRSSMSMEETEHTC
# Starred values were filed as active, the others as inactive.
cpd	canonical_smiles	TEAD-YAP inh	GPR151 ag
1	NC(=O)c1ccc2nc(N3CCC(N4CCOCC4)CC3)sc2c1	10.6	-0.5
2	Cc1ccc(N2C(=O)C3C4CCCC4=C4CCCC4C3C2=O)cc1Cl (configuration not stated)	-0.2	2.0
3	CCOC(=O)c1c(NC(=O)c2cccs2)sc(C(=O)N2CCCCCC2)c1C	13.7	-1.1
4	CN(C(=O)c1cc2nc(-c3ccccc3)cc(-c3ccccc3)n2n1)C1CCCCC1	8.7	1.1
5	CCOc1ccc(C2C(C(=O)OC)=C(C)NC3=C2C(=O)CCC3)cc1OC (configuration not stated)	-5.1	-1.0
6	N#C/C(=C\c1ccc2c(c1)OCO2)c1nn(-c2ccccc2)c(N)c1C#N	-18.9	-1.1
7	CSc1nnc(C)n1-c1ccccc1	-8.5	-0.7
8	COc1ccc(CCNS(=O)(=O)c2ccc(C(=O)NC3CCCC3)cc2)cc1OC	-0.2	1.3
9	O=C(NCc1ccc(Cl)cc1)C(=O)N/N=C/c1ccc(Cl)cc1	4.0	0.0
10	COC(=O)c1ccccc1NC(=O)N1CCN(Cc2ccc3c(c2)OCO3)CC1	13.1	-1.0
11	COc1ccc(C(=O)Nc2cc(C(=O)Nc3ccccc3OC)ccc2N2CC3CC(C2)c2cccc(=O)n2C3)cc1 (configuration not stated)	-5.8	0.2
12	COc1cc2c(cc1OC)CN(C(=O)Nc1ccccc1)CC2	4.9	-1.0
13	Cc1ccc(C2=N/C(=C\c3ccc4c(c3)OCO4)C(=O)O2)cc1C	4.6	-0.8
14	CCOc1ccccc1N(CC)C(=O)Cc1noc2ccccc12	8.3	1.7
15	CN(C)c1nc(N/N=C/c2ccccc2O)nc(N2CCOCC2)n1	9.6	-0.7

cpd	FBW7 act	MITF primary
1	-0.1	7.1
2	0.3	18.9
3	-0.1	13.3
4	0.3	0.3
5	-0.1	-6.8
6	0.2	-9.1
7	-0.1	1.4
8	-0.1	-0.8
9	0.0	3.7
10	0.1	14.7
11	0.2	18.1
12	0.0	9.0
13	0.1	4.3
14	-0.2	3.0
15	0.1	-9.2

# Two entries from above, as labelled records.
11	COc1ccc(C(=O)Nc2cc(C(=O)Nc3ccccc3OC)ccc2N2CC3CC(C2)c2cccc(=O)n2C3)cc1 (configuration not stated)
  TEAD-YAP inh = -5.8 | GPR151 ag = 0.2 | FBW7 act = 0.2 | MITF primary = 18.1

12	COc1cc2c(cc1OC)CN(C(=O)Nc1ccccc1)CC2
  TEAD-YAP inh = 4.9 | GPR151 ag = -1.0 | FBW7 act = 0.0 | MITF primary = 9.0

# Values by screen from the list.
# MITF primary for entries 2 to 8: 18.9, 13.3, 0.3, -6.8, -9.1, 1.4, -0.8
# FBW7 act for entries 2 to 8: 0.3, -0.1, 0.3, -0.1, 0.2, -0.1, -0.1
# GPR151 ag for entries 2 to 8: 2.0, -1.1, 1.1, -1.0, -1.1, -0.7, 1.3

# Further records.
cpd	canonical_smiles	TEAD-YAP inh	GPR151 ag
16	C=CCN1CCN(c2c(NC(=O)c3ccc(Br)o3)ccc(Cl)c2Cl)CC1	9.4	2.4
17	O=[N+]([O-])c1ccc(-c2csc(N3CCN(c4ccccc4)CC3)n2)cc1	-1.6	-0.4
18	COc1ccccc1NC(=O)CN1CCN(CC(=O)Nc2cc(C)ccc2OC)CC1	-9.3	0.5
19	Cc1nnc(NC(=O)CSc2nnc(NC(=O)C(C)C)s2)s1	1.0	-1.3
20	COc1ccc(CCNC(=O)c2nnn(CC(=O)Nc3ccccc3)c2N)cc1OC	-10.3	0.3
21	O=C(Nc1sc2c(c1C(=O)NCc1ccccc1)CCCCC2)c1ccccc1F	0.1	-1.1
22	O=C1N[C@H](Cc2ccccc2)C(=O)N2C[C@@H](NCc3cccs3)C[C@@H]12	-12.5	0.3
23	O=c1[nH]nnn1-c1ccccc1	-5.5	0.4
24	COc1ccc(C(=O)Nc2cc(C(=O)Nc3ccc4c(c3)OCCO4)ccc2N2CC3CC(C2)c2cccc(=O)n2C3)cc1 (configuration not stated)	-19.9	1.9
25	CN1C(=O)C(C2(C(=O)O)CCCCC2)C(=O)N(C)C1=O	10.2	0.7
26	COc1ccc(NC(=O)CSc2ncccc2C(=O)NCCC2=CCCCC2)c(OC)c1	-3.1	0.1
27	CN(C)CCCN1C(=O)c2oc3ccccc3c(=O)c2C1c1ccc(F)cc1 (configuration not stated)	-16.5	-1.7
28	Cc1ccc(C)c(Cc2c(C)nc3c(C(=O)NCc4ccccc4)cnn3c2C)c1	3.0	-0.2
29	COc1ccccc1CCc1nnc(CCC(=O)N(C)CCCN2CCOCC2)o1	5.9	-0.6
30	Cc1ccc(CN2C(=O)CSc3ccc(C(=O)NCc4cccs4)cc32)cc1	-3.6	2.2

cpd	FBW7 act	MITF primary
16	0.1	-0.6
17	-0.2	-4.6
18	-0.2	0.1
19	0.3	8.6
20	-0.1	5.1
21	0.1	19.7
22	0.0	-10.1
23	-0.1	-1.7
24	-0.1	-8.8
25	-0.1	-1.4
26	-0.1	-5.8
27	0.1	-13.7
28	0.1	-1.2
29	0.0	0.1
30	0.3	0.0

# (more compounds)
cpd	canonical_smiles	TEAD-YAP inh	GPR151 ag
31	COc1ccc(C(=O)Nn2c(-c3ccc(OC)c(OC)c3)nc3ccccc3c2=O)cc1	7.6	-0.4
32	C=CCNc1cnn(-c2ccccc2)c(=O)c1Cl	-24.2	-0.5
33	CC(=O)Nc1ccc2c(CN3C(=O)NC(CC(C)C)C3=O)cc(=O)oc2c1 (configuration not stated)	-4.2	1.6
34	COc1cccc(N/C(=N/c2nc(C)cc(C)n2)NC(=O)c2ccccc2)c1	4.4	0.0
35	CC(=O)c1ccc2[nH]c3c(c2c1)CCCC3=O	0.0	-0.9
36	COc1cc(/C=C(\C#N)C(=O)NCC2CCCO2)cc(I)c1O (configuration not stated)	3.0	-0.2
37	COc1ccc(C)cc1S(=O)(=O)N1CCN(C)CC1	13.6	-0.2
38	O=C1N[C@@H](CO)C(=O)N2CCN(C(=O)c3cc(F)cc(F)c3)C[C@H]12	4.5	-0.1
39	CCN(CC)S(=O)(=O)c1ccc(C(=O)N=c2sc3ccccc3n2CC)cc1	-8.0	1.1
40	Cc1cc2c(c(=O)o1)C(c1ccc(F)c(Br)c1)C(C#N)=C(N)O2 (configuration not stated)	1.4	-0.3
41	O=C(Nc1cccc([N+](=O)[O-])c1)N1CCN(S(=O)(=O)c2ccc(F)cc2)CC1	-0.3	1.8
42	O=C(NCc1cccnc1)c1csc(Nc2cnccn2)n1	-8.9	0.6
43	COc1ccc(C(=O)Nc2sc3c(c2CN(C)C)CCCC3)cc1	-60.1	1.3
44	O=C(NCC1CCCO1)C1CCC(Cn2c(SCC(=O)N3CCN(c4ccccc4)CC3)nc3ccccc3c2=O)CC1 (configuration not stated)	8.2	0.3
45	COc1ccccc1NC(=O)c1cccc(NC2=NC3CS(=O)(=O)CC3S2)c1 (configuration not stated)	7.9	-0.4

cpd	FBW7 act	MITF primary
31	0.8	2.4
32	0.4	13.3
33	-0.2	23.4
34	0.1	-0.3
35	0.8	8.1
36	-0.2	-14.4
37	0.0	-4.8
38	-0.1	3.4
39	-0.1	-7.7
40	-0.2	8.2
41	0.1	0.6
42	0.0	-1.2
43	0.1	43.2
44	0.4	1.2
45	-0.1	13.0

# Whole records, looked up by structure.
# `COc1cccc(N/C(=N/c2nc(C)cc(C)n2)NC(=O)c2ccccc2)c1` is listed as TEAD-YAP inh: 4.4; GPR151 ag: 0.0; FBW7 act: 0.1; MITF primary: -0.3
# `COc1ccccc1NC(=O)c1cccc(NC2=NC3CS(=O)(=O)CC3S2)c1` (configuration not stated) is listed as TEAD-YAP inh: 7.9; GPR151 ag: -0.4; FBW7 act: -0.1; MITF primary: 13.0
# `CCN(CC)S(=O)(=O)c1ccc(C(=O)N=c2sc3ccccc3n2CC)cc1` is listed as TEAD-YAP inh: -8.0; GPR151 ag: 1.1; FBW7 act: -0.1; MITF primary: -7.7

# Next section
cpd	canonical_smiles	TEAD-YAP inh	GPR151 ag
46	O=C(O)CCCC(=O)Nc1ccccc1	-5.8	-1.1
47	CC(C)(C)OC(=O)COc1ccc2cc(-c3ccccc3)c(=O)oc2c1	-2.3	-0.5
48	Cc1cc2c(cc1S(=O)(=O)NCc1ccco1)n(C)c(=O)c(=O)n2C	1.2	-1.2
49	Cc1cc(-c2csc(CC#N)n2)c(C)n1Cc1ccco1	2.6	3.2
50	CCOC(=O)c1sc2ncnc(N3CCN(c4ccccc4Cl)CC3)c2c1C	-1.1	-0.8
51	O=c1[nH]c(=S)[nH]c(O)c1N=Nc1cccc(OC(F)F)c1	-20.7	-6.4
52	CCCN(CCC)CCCN1C(=O)C2C(C(=O)Nc3ccc(C(C)C)cc3)C3C=CC2(O3)C1C(=O)NC1CCCCC1 (configuration not stated)	5.7	-0.1
53	Cc1ccc(NC(=O)C(C)C(=O)Nc2ccc(C)cc2)cc1	2.1	0.7
54	c1ccc2c(-c3cnn4c(N5CCOCC5)ccnc34)cccc2c1	-40.9	-0.5
55	COc1ccc(NC(=O)C(Br)C(C)C)cc1 (configuration not stated)	-2.3	2.1
56	CC(C)(C)c1cc(C(F)(F)F)nc(N)n1	-3.3	2.1
57	Cc1ccc(NC(=S)N(Cc2ccccc2)Cc2ccccn2)cc1Cl	6.2	3.6
58	c1cc(C(c2nnnn2C2CCCC2)N2CCOCC2)ccn1 (configuration not stated)	-32.1	0.6
59	CCOC(=O)C(=Cc1ccc(-c2ccccc2[N+](=O)[O-])o1)C(=O)OCC	23.6	-1.3
60	CCC(C)(C)NC(=O)c1ccc2c(c1)N(CC(=O)N1CCOCC1)C(=O)C(C)(C)O2	1.6	3.0

cpd	FBW7 act	MITF primary
46	0.1	-10.9
47	0.1	14.5
48	0.7	6.4
49	0.0	16.5
50	0.0	-1.5
51	0.0	-7.8
52	0.0	-6.6
53	0.0	11.4
54	0.0	-6.2
55	0.3	-7.1
56	0.0	0.4
57	-0.2	1.8
58	1.4	9.9
59	0.0	19.5
60	-0.2	-0.7

# Remaining list, next part.
cpd	canonical_smiles	TEAD-YAP inh	GPR151 ag
61	O=C(O)CSc1c2c(nc3cc(C(=O)N4CCOCC4)ccc13)CCCC2	-1.1	-0.8
62	O=C(C1CC(=O)N(c2ccccc2)C1)N1CCC(Cn2cccn2)CC1 (configuration not stated)	3.7	-1.4
63	O=C(NCC1COc2ccccc2O1)c1cccc(Br)c1 (configuration not stated)	-28.5	0.5
64	Cc1cccn2c(NC(=O)c3ccc(Br)cc3)c(-c3ccccc3)nc12	4.2	-0.1
65	Oc1cccc(CN2CCOc3ccc(CN4CCC(Oc5cccnc5)CC4)cc3C2)c1	2.1	-1.2
66	CCOC(=O)c1ccc(NC(=O)Cn2c(C)cc(=O)c3cccc(C)c32)cc1	5.5	0.2
67	COc1ccccc1C1SCCN1S(=O)(=O)c1ccc2cccc3c2c1CC3 (configuration not stated)	7.0	0.0
68	CCOC(=O)c1sc(N(Cc2ccccc2)C(=O)CN2C(=O)CN(C)C2=O)nc1C	-16.4	-0.8
69	Cc1nnc(NC(=O)c2ccc(F)cc2Cl)s1	-41.5	2.0
70	CCN(CC)C(=O)C1CCCN(Cc2ccc(OC)cc2)C1 (configuration not stated)	9.0	-0.8
71	O=C(NCc1ccccc1)c1ccc2c(=O)n(-c3cccc(C(F)(F)F)c3)c(=S)[nH]c2c1	-10.8	1.3
72	COc1cccc(C2CC(c3ccc(Cl)cc3)n3ncnc3N2)c1 (configuration not stated)	-6.0	0.3
73	CC(C)(CO)NC(=O)Nc1ccc(Cl)cc1	-9.9	-0.6
74	CNC(=O)Cn1cc2c(n1)CCCCCC2	8.4	-0.7
75	CCOC(=O)N1CCC(N(CCOC)C(=S)Nc2ccccc2C)CC1	-5.0	-1.1

cpd	FBW7 act	MITF primary
61	-0.1	2.9
62	0.0	0.2
63	-0.1	-2.8
64	0.6	18.1
65	0.0	-13.1
66	0.0	4.5
67	0.0	7.5
68	0.7	26.2
69	-0.2	2.2
70	0.3	49.3
71	0.0	-6.1
72	-0.1	-5.2
73	0.0	4.0
74	0.0	-0.1
75	0.1	19.8

# The final three entries of the section before open the next one.
cpd	canonical_smiles	TEAD-YAP inh	GPR151 ag
73	CC(C)(CO)NC(=O)Nc1ccc(Cl)cc1	-9.9	-0.6
74	CNC(=O)Cn1cc2c(n1)CCCCCC2	8.4	-0.7
75	CCOC(=O)N1CCC(N(CCOC)C(=S)Nc2ccccc2C)CC1	-5.0	-1.1
76	CC(C)[C@H]1CN(Cc2ccccc2F)CCN1C(=O)c1cscn1	1.6	-0.8
77	Cc1cccc(Nc2nc(=O)[nH]nc2C)c1	-1.6	-1.0
78	CC1=C(C(=O)OC2CCCC2)C(c2ccc(O)cc2)C2=C(CC(c3ccccc3)CC2=O)N1 (configuration not stated)	11.3	-1.8
79	COC(=O)C1=C(C)NC2=C(C(=O)CC(c3ccccc3)C2)C1c1cccc(I)c1 (configuration not stated)	20.1	0.9
80	COC(=O)c1c(OCCCN(C)C)cc(=O)n2c1CCN(Cc1cc(F)cc(F)c1)CC2	2.2	-1.0

cpd	FBW7 act	MITF primary
73	0.0	4.0
74	0.0	-0.1
75	0.1	19.8
76	0.0	9.9
77	0.3	13.2
78	0.6	0.9
79	0.0	3.0
80	-0.3	-9.3
